CCR6 antag = blocks CCL20-driven beta-arrestin recruitment at human CCR6. CHO-K1 CCR6 PathHunter beta-arrestin, luminescence, CCL20-stimulated. inhibition, % at 20 µM. actives 0.49% (n = 340,000). AID 493098;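 active = compounds whose inhibition of the agonist-driven luminescence signal at 20 µM reaches about 50%, limit read from the data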;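 note: cells stimulated with CCL20 at 14 nM final; plate controls were DMSO with CCL20 for no effect and DMSO without agonist for full effect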
Target sequence (P51684 whole entry, looked up): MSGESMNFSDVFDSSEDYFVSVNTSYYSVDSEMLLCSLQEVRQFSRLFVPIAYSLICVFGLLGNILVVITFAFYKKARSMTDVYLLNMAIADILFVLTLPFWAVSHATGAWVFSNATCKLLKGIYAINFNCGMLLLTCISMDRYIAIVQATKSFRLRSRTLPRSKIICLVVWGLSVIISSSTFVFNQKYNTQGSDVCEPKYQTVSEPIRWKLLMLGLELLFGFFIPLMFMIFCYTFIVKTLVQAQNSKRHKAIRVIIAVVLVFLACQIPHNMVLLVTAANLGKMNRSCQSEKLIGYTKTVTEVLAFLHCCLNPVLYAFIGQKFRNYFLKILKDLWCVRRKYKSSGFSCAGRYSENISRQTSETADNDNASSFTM
CHOP UPR activ = apoptotic UPR (CHOP) activation; CHO-CHOP luciferase reporter, luminescence; percent of tunicamycin response over DMSO baseline; actives 0.34% (n = 330,000); activation, % at 10 µM;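 active = at 10 µM dose, activation of 40% or more, normalized to positive control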;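 note: 100% = tunicamycin at 10 µg/mL and 0% = DMSO alone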
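Test system: CHO CHOP reporter cells. Input: 500 CHO-CHOP cells per well. Medium: F12 with 10% FBS. Technique: luciferase luminescence. Measure: percent activation relative to tunicamycin control. Dosing: 10 µM compound, 0.5% DMSO. Timing: 16-18 h cell attachment, then 6 h compound exposure, 37 °C.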
tim23-1 inh = tim23-1 yeast growth inhibition; S. cerevisiae tim23-1 growth, BacTiter-Glo luminescence, 24 h; inhibition, % at 20 µM; actives 1.3% (n = 330,000); AID 463212;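 active = growth inhibition of the mutant yeast at or above 50%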;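 note: temperature-sensitive mutant grown at 25 °C; plate controls were DMSO-treated mutant yeast for no effect and medium wells lacking yeast for full effect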
APJ agonist = agonists of human APJ apelin receptor; CHO-K1 APJ PathHunter beta-arrestin, luminescence; 0% DMSO wells, 100% apelin; activation, % at 20 µM; AID 2520; actives 0.11% (n = 330,000); P35414;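 active = activation more than six SD over the plate average, tested at 20 µM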;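 note: 0% = DMSO alone and 100% = apelin-13 at 10 nM; some results filed as inactive read as strong as hits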
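Assay system: engineered CHO-K1 APJ arrestin reporter cells; Amount: 1000 CHO-K1 reporter cells seeded per well; Dosing: one dose, 20 µM compound, 1% DMSO; Times: compound stimulation 90 min at 25 °C, detection 60 min; Measured by: luminescent beta-gal fragment complementation, chemiluminescent substrate; Read-out: APJ–arrestin association signal; Controls: DMSO vs Apelin-13 10 nM.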
CXCR6 inh = inhibitors of human CXCR6 receptor; O00574; CHO-K1 PathHunter CXCR6 beta-arrestin, luminescence; inhibition, % at 20 µM; actives 0.36% (n = 360,000); AID 602244; in the data active = inhibition above about 34%, passing the limit was not always enough;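 note: antagonist mode with CXCL16 agonist at 10 nM final; 0% = 10 nM CXCL16 with DMSO and 100% = unstimulated wells without agonist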
Target sequence (O00574 whole entry, looked up): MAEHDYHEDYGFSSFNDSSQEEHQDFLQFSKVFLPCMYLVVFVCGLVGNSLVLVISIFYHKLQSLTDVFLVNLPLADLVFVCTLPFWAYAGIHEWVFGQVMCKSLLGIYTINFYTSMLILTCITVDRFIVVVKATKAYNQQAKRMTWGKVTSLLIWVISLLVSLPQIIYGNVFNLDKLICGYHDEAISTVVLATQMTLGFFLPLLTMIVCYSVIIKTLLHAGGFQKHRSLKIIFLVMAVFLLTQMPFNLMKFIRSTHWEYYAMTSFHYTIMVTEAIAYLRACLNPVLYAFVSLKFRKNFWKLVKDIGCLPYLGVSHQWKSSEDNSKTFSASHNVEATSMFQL
APJ antagonist = blocks the human apelin receptor APJ; CHO-K1 APJ beta-arrestin complementation, luminescence; inhibition, % at 20 µM; actives 0.32% (n = 330,000);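 active = inhibition above about 40% at 20 µM, limit read from the data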;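 note: cells challenged with 10 nM apelin-13 agonist together with compound; plate controls were apelin-13 plus DMSO wells for no effect and DMSO wells lacking apelin-13 for full effect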
UPR XBP1 act = activators of adaptive arm of unfolded protein response (XBP1); actives 0.33% (n = 330,000); activation, % at 20 µM; CHO-XBP1 luciferase reporter, IRE1-XBP1 UPR activation, luminescence; percent of tunicamycin response, DMSO as zero;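 active = versus positive control, 20 µM dose yields 30% or more activation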;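 note: 100% = tunicamycin at 10 µg/mL and 0% = DMSO only wells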
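Assay system: IRE1-XBP1 luciferase reporter CHO line. Input: 1000 cells/well. Buffer or medium: F12 with 10% serum. Doses: 20 µM, 1% DMSO. Times: overnight seeding at 37 °C, 6 h compound treatment at 37 °C. Technique: Steady-Glo luciferase glow luminescence, 10 min after reagent addition.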
EBI2 block = blocks human EBI2 receptor beta-arrestin signaling. EBI2 beta-arrestin recruitment, luminescence, 7a,25-OHC stimulated. inhibition, % at 5 µM. actives 0.81% (n = 360,000). AID 651636; in the data active = inhibition above about 38%;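 note: enzyme fragment complementation signal reports receptor beta-arrestin coupling in cells; 0% = agonist plus DMSO wells and 100% = wells without agonist; some results beyond the cut were filed as inactive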
Target sequence (P32249 whole entry, looked up, the tested form may be a part): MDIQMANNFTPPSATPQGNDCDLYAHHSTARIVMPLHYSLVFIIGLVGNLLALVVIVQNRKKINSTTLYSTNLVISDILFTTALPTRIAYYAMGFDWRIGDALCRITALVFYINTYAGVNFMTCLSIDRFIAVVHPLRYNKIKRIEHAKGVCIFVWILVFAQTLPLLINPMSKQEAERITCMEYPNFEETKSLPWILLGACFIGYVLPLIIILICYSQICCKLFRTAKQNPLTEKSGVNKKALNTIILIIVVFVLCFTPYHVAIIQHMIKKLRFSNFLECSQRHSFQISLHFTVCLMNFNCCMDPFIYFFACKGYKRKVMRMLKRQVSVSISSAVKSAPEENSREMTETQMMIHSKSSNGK
Mdm2 MdmX PPI = disrupts the human Mdm2-MdmX interaction | O15151+Q00987 | SaOS-2 split-luciferase Mdm2/MdmX complementation, luminescence | inhibition, % at 8 µM | actives 3% (n = 330,000) | AID 485346;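 active = inhibition of at least 50% at 8 µM in the primary screen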
An asterisk follows results filed as active; nt = no result given.

SMILES	CCR6 antag	CHOP UPR activ	tim23-1 inh	APJ agonist	CXCR6 inh	APJ antagonist	UPR XBP1 act	EBI2 block	Mdm2 MdmX PPI
O=C(NCCCN1CCOCC1)c1cccnc1	-1	0.3	-4	1	-4	-9	-2	-13	17
COc1ccccc1NC(=O)C(=O)NCC1COc2ccccc2O1 (stereo unspecified)	6	0.5	4	2	-4	-7	-3	-12	2
CN1CCN(C(=S)c2cn(Cc3ccccc3F)c3ccccc23)CC1	12	1.9	16	-2	5	1	-5	6	20
C=C1CC[C@@H]2[C@](C)(CO)[C@H](O)CC[C@@]2(C)[C@@H]1/C=C/C1=CCOC1=O	6	-0.8	21	1	3	14	5	-3	11
CNC(=O)N(c1ccccc1)c1ccccc1	-2	0.4	1	-1	1	-13	-2	-7	-4
Cc1ccccc1C(=O)Nc1c2c(nn1C(C)(C)C)CS(=O)(=O)C2	2	1.0	-12	-10	-2	-3	-5	1	12
CC(NC(=O)c1cc(S(=O)(=O)N(C)C)ccc1Cl)C1CC2CCC1C2 (stereo unspecified)	9	0.1	6	-2	-10	-6	1	5	7
COc1cc(NS(=O)(=O)c2ccc(NC(=O)c3ccc(S(=O)(=O)N4CCCCC4)cc3)cc2)ncn1	4	-0.3	4	0	-3	-13	-3	-10	14
Cc1cc(C)c2sc(NC(=O)C3=COCCO3)nc2c1	-6	1.5	53*	-4	7	-10	-2	10	-150
O=C1NC(=Nc2ccccc2Cl)S/C1=C\c1cccc([N+](=O)[O-])c1	3	-1.2	55*	-3	8	15	2	6	19
Cc1ccc(CC(NC(=O)C2CCCCC2)C(=O)O)cc1 (stereo unspecified)	10	1.3	15	nt	0	nt	0	-1	-1
CCOC(=O)c1ccc(NC(=O)CCSCCc2ccccn2)cc1	-9	-0.1	6	-3	3	11	-1	14	8
CC(C)NC(=O)NC(=O)COC(=O)CCOc1ccccc1	-6	-2.2	17	-4	-4	-11	-2	0	14
Cc1nn(-c2ccccc2)c(C)c1/C=N/NC(=O)c1cc(-c2cccc3ccccc23)n[nH]1	11	0.6	25	-3	12	0	7	11	46
Cc1cc(F)ccc1S(=O)(=O)N1CCCOC1CNC(=O)C(=O)NCCN1CCOCC1 (stereo unspecified)	3	2.3	9	-9	6	-1	-2	2	11
NC(=O)COC(=O)CSc1cccc2cccc(Cl)c12	1	-1.1	19	1	-7	-26	1	-1	-20
COC(=O)[C@@]12CCCCN1[C@H](c1ccc(-c3ccc(OC)cc3)cc1)[C@H]1C(=O)N(C)C(=O)[C@H]12	-6	0.5	17	2	-4	2	1	17	32
O=C(Nc1nc(-c2ccccc2)cs1)C1CCCN(S(=O)(=O)c2cccc([N+](=O)[O-])c2)C1 (stereo unspecified)	5	3.4	9	-1	-15	-12	-1	1	42
CC1CC(C)CN(S(=O)(=O)c2ccc3c(c2)NC(=O)C(C)C(=O)N3)C1 (stereo unspecified)	6	-1.4	6	-4	-7	0	0	-3	11
COc1cccc(CN2CCC(n3nccc3NC(=O)CCCc3ccccc3)CC2)c1O	6	1.7	-4	-3	2	6	-1	11	30

Structures from the list above containing a nitro group on carbon (two):
SMILES	CCR6 antag	CHOP UPR activ	tim23-1 inh	APJ agonist	CXCR6 inh	APJ antagonist	UPR XBP1 act	EBI2 block	Mdm2 MdmX PPI
O=C1NC(=Nc2ccccc2Cl)S/C1=C\c1cccc([N+](=O)[O-])c1	3	-1.2	55*	-3	8	15	2	6	19
O=C(Nc1nc(-c2ccccc2)cs1)C1CCCN(S(=O)(=O)c2cccc([N+](=O)[O-])c2)C1 (stereo unspecified)	5	3.4	9	-1	-15	-12	-1	1	42

Continued:
SMILES	CCR6 antag	CHOP UPR activ	tim23-1 inh	APJ agonist	CXCR6 inh	APJ antagonist	UPR XBP1 act	EBI2 block	Mdm2 MdmX PPI
CCOC(=O)Nc1ccc(S(=O)(=O)N2CCC(C)CC2)cc1	-14	0.7	23	1	-5	-2	-4	7	20
CCC(=O)Nc1ccc2nc(C3CC3)n(Cc3ccc(C(C)(C)C)cc3)c(=O)c2c1	10	5.4	19	-3	5	-26	0	22	-6
Cc1ccsc1C1C2=C(CCCC2=O)Nc2ncnn21 (stereo unspecified)	-11	-2.1	17	1	-2	-1	0	5	5
CN1C(C(=O)NCc2cccc(C(F)(F)F)c2)CC2Cn3c(nc4cc(Cl)c(Cl)cc43)C21 (stereo unspecified)	12	0.7	16	-3	-10	13	-2	3	4
Cc1ccc(OCC(=O)Nc2ccccc2F)cc1C	0	-0.1	15	3	0	-4	4	-7	8
Cc1ccc(NC(=O)CCCNC(=O)c2ccc(Cl)cc2)cc1S(=O)(=O)N1CCCCC1	19	-2.3	13	-1	3	-7	-1	5	14
CCCOc1ccc(C2c3c(oc4ccccc4c3=O)C(=O)N2CCCN2CCOCC2)cc1 (stereo unspecified)	6	0.8	27	5	12	-24	7	-3	-10
CN(C)S(=O)(=O)n1cc(/C=C(\NC(=O)c2ccccc2)C(=O)N2CCCC2)c2ccccc21	22	4.9	11	-4	1	18	-5	-8	10
COCCn1c(SCC(=O)Nc2cc(C)on2)nc2c(c1=O)SC(C)C2 (stereo unspecified)	-2	-0.8	7	-3	0	-14	-1	-10	0
Cc1ccc(N/C=C/C(=O)c2ccccc2)cc1Br	11	-0.7	14	-1	7	0	-2	15	-218
CCOC(=O)c1ccc(NS(=O)(=O)c2c(C)nc3sccn3c2=O)cc1	4	0.9	27	-2	-4	8	-2	-6	17
CCOC(=O)c1c(S(=O)(=O)NCC(=O)Nc2ccc(C)cc2)c(C)n(C)c1C	2	2.4	22	-1	1	14	-5	1	11
O=C(O)C1CCCCC1C(=O)Nc1ccc(F)c(F)c1 (stereo unspecified)	15	0.6	-1	-2	-5	-12	-2	-3	-3
CCCN1C(=O)/C(=C/c2ccc(C)o2)SC1=Nc1ccc(OCC)cc1	21	-4.3	4	-6	-6	-4	-6	7	38
CCS(=O)(=O)Nc1cccc(C2=NN(S(=O)(=O)c3ccccc3)C(c3ccco3)C2)c1 (stereo unspecified)	19	-0.3	19	-1	6	-11	1	-8	-35
Cc1oc2ccc(Br)cc2c(=O)c1-c1nn[nH]n1	-9	3.1	13	-6	-3	10	-2	1	-17
O=C(Nc1ccccc1)[C@@H]1CC=C[C@@H]2CCN(Cc3ccc(Cl)c(Cl)c3)C(=O)[C@@H]21	6	-1.7	37	-1	13	6	0	7	21
Cc1nn(CC(=O)N2CCCCCC2)c(=O)c2cc3occc3n12	10	0.6	11	-3	1	25	-1	-9	37
Cc1cccc(CCNC(=O)c2cc(=O)[nH]c3ccc(Br)cc23)c1	nt	-1.8	-1	-2	nt	12	-1	nt	34
O=C(CN1C(=O)NC2(CCCCC2)C1=O)Nc1ccccc1N1CCCCC1	13	4.6	16	-4	-1	-41	0	-6	9
Cc1ccc([N+](=O)[O-])cc1NC(=O)C(C)N1CCCCC1 (stereo unspecified)	14	-0.7	9	2	1	6	0	-6	-1
CS(=O)(=O)N1CCC(C(=O)Nc2c(F)cccc2F)CC1	-26	-0.8	13	6	-4	-7	-2	-2	5
Cn1ncc2c(Sc3ccc(Cl)cc3)ncnc21	4	-0.8	1	-2	1	-1	2	-8	26
Cc1noc(C)c1C(=O)Nc1nc(-c2ccc(F)c(F)c2)cs1	-1	1.5	21	2	-5	-4	1	0	-16
COc1ccc(OC)c(NC(=O)CN(c2ccc(OC)c(Cl)c2)S(C)(=O)=O)c1	7	-1.3	9	-2	0	7	0	7	9
Cc1ccc(NC(=O)CN(C)C(=O)C(C)OC(=O)c2ccccc2NCCO)cc1 (stereo unspecified)	10	0.4	-5	-6	4	-2	-3	3	10
OC(CNCCCCNCC(O)C(F)(F)F)C(F)(F)F (stereo unspecified)	5	-0.7	10	-3	-3	-6	1	-13	-34
COc1cc(O)cc(O)c1C(=O)/C=C/c1ccccc1	9	6.3	36	-6	11	-15	-3	11	52*
Cc1csc2c(SCC(=O)NNS(=O)(=O)c3cccc(C(F)(F)F)c3)ncnc12	-1	0.8	14	2	6	20	2	-7	5
CC(=O)NC(CCS(C)(=O)=O)C(=O)Nc1ccccc1C (stereo unspecified)	0	-0.3	8	0	0	14	-2	-1	8
Cc1cccc(NC(=O)N(Cc2nc3ccccc3c(=O)[nH]2)C2CCCC2)c1	5	0.6	0	1	-1	1	-2	-3	11
CCCCOc1nc2ccccc2nc1C(C#N)S(=O)(=O)c1ccccc1 (stereo unspecified)	-2	-1.2	18	-1	6	12	-5	7	35
CC1CC/C(=C\c2ccc3c(c2)OCO3)C(=O)/C1=C/c1ccc2c(c1)OCO2 (stereo unspecified)	16	0.0	38	5	6	8	2	-12	26
COc1ccc(Nc2ncccc2C(=O)Nc2ccccc2)cc1	13	-0.8	18	2	-8	-10	-2	-16	17
COc1ccccc1C(=O)NC(=O)COc1cc(Cl)ccc1Cl	1	1.3	-11	-3	2	8	-4	-3	-5
COc1ccc(NC(=O)CNC(=O)c2nn(-c3ccc(OC)cc3OC)c(=O)c3ccccc23)c(OC)c1	13	0.3	9	-2	-5	11	-5	-7	6
O=S(=O)(N/N=C/c1ccc2c(c1)OCCO2)c1ccc(Cl)cc1	-2	0.3	36	-5	-5	2	-2	-12	22
CCCCN(C(=O)CSc1nnc(-c2ccc(Cl)cc2)o1)c1c(N)n(CC(C)C)c(=O)[nH]c1=O	13	1.6	-9	1	-1	14	3	5	8
O=C(CSc1nc2cc(C(=O)O)ccc2c(=O)n1-c1ccc(F)cc1)Nc1ccc(F)c(F)c1F	7	-1.2	-5	-3	-15	18	-3	2	-10
O=C1C2CCCN2C(c2ccccc2F)N1c1ccc(Cl)cc1 (stereo unspecified)	1	2.1	20	7	-4	-2	0	5	1
O=C(c1ccc(S(=O)(=O)N2CCC(c3nc4ccccc4s3)CC2)cc1)N1CCOCC1	7	-1.1	2	-2	-5	0	0	1	5
O=C(NCCCNCc1ccccc1)c1ccncc1	0	-2.5	15	1	0	-1	-5	-1	18
O=C(N/N=C/c1ccc(F)cc1)c1c(O)c2ccccc2[nH]c1=O	-5	3.2	24	-3	-13	-4	8	-2	88*
O=C(O)CCC(=O)NNc1nc(-c2ccccc2)c2cc(Cl)ccc2n1	6	2.5	4	0	6	21	-5	-1	10
COC(=O)c1nc(NC(=O)c2ccccc2)n[nH]1	8	-0.8	-7	-4	7	12	1	3	22
CCOc1ccc(N(C(=O)CNC(=O)c2cccs2)C(C(=O)NCC2CCCO2)c2ccc(OC)c(OC)c2)cc1 (stereo unspecified)	-14	0.3	-3	-2	-8	5	-3	-9	-32
O=C(NNc1ccccc1[N+](=O)[O-])Nc1ccc(F)cc1	-7	0.7	26	1	0	-5	-1	-12	16
C[C@H](NC(=O)c1ccccc1)C(=O)OCC(=O)Nc1sccc1C(N)=O	2	-1.7	-3	0	2	1	-1	-5	13
O=C(O)C1C(c2ccccc2)C(C(=O)Oc2ccccc2)C1c1ccccc1 (stereo unspecified)	-1	-1.0	6	-2	3	-6	-4	-11	8

Screens deposited in PubChem by Sanford-Burnham Center for Chemical Genomics.

The list is partial; count on the stated rates, not on these rows.
